# Screens: PubChem BioAssay, Broad Institute
# FN deposit inh – fibronectin deposition inhibition; AH1F fibroblasts, Alexa488-fibronectin deposition fluorescence, overnight; inhibition, % at 12.6 µM; 0.086% of 350,000 active; AID 743247;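 active means mean inhibition across replicates of 30% or more, regardless of how many single replicates reach that level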;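 further: positive control wells lacked labelled fibronectin entirely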
#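 test system = AH1F fibroblasts assembling fluorescent fibronectin matrix | quantity = 10000 AH1F cells per well | buffer or medium = DMEM plus 2% serum, read in PBS | doses = single dose, pinned | incubation = 1 h cell attachment, overnight exposure to compound and label | detection = fluorescence at 485 nm excitation, 525 nm emission | read-out basis = inhibition from reduced deposited-fibronectin fluorescence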
# PAX8 reporter – lowers PAX8-driven luciferase in RMG-I cells | RMG-I TPO-luciferase reporter, SteadyGlo, 24 h | inhibition, % at 12.6 µM | 1.2% of 360,000 active | AID 652154;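 active means mean replicate inhibition at least 60% with every replicate also reaching 60%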;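 further: luciferase light reporting Pax8 driven TPO promoter activity; plate controls were median of neutral control wells for no effect and mitoxantrone controls for full effect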
# miR-122 sensor – inhibitors of miR-122 in Huh7 cells. Huh7 miR-122 Renilla luciferase sensor, 48 h; neutral wells = 0, positive control = 100. activation (reporter increase), % at 12.5 µM. 0.3% of 340,000 active. AID 602342;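 active means mean replicate activation score at least 90 and every replicate individually at or above 90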;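 further: higher luciferase means less miR-122 activity so hits act as miR-122 inhibitors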
# Numbers without * were called inactive; x = no result given. An excerpt; the hit share may differ from the screen's.
1: CNc1ccccc1-n1ccc(-c2ccccc2)n1
2: COc1ccc(S(=O)(=O)N(CCCN2CCCC2=O)Cc2cc3c(C)cc(C)cc3[nH]c2=O)cc1
3: CC(=O)c1c(C)nc(-c2ccc(Cl)cc2)nc1N=CN(C)C
4: O=C(OCC(F)(F)F)c1cccc(COc2ccc3ccccc3c2)c1
5: O=C1c2ccccc2C(=O)C1c1ccncc1
6: O=C(CN1CCN(c2ccc(F)cc2)CC1)Nc1ccc(F)c(F)c1
7: CCCC1=C(C(=O)OCC)C(c2ccccc2OC)NC(=O)N1 (configuration not stated)
8: CCOc1ccc(Nc2nc(Cc3nnc(SCC(=O)NC4CCCCC4)n3C)cs2)cc1
entry no.,1,2,3,4,5,6,7,8
FN deposit inh,x,x,x,x,x,x,x,x
PAX8 reporter,x,x,x,x,x,x,x,x
miR-122 sensor,43,-5,-2,-2,-3,2,3,-3

9: Cc1ccccc1-n1c(C)cc(/C=N/Nc2ccc([N+](=O)[O-])cn2)c1C
10: O=C(O)CC(c1ccc(F)cc1F)N1Cc2ccccc2C1=O (configuration not stated)
11: CCCN(CCC)C(=O)Cn1c(=O)n(CCCCC(=O)NCc2ccco2)c(=O)c2ccccc21
12: COCCCn1c(Cc2csc(Nc3cccc(Cl)c3)n2)nnc1SCC(=O)OC1CCCCC1
13: COc1ccc(OC)c(-n2c(-c3cccc(O)c3)n[nH]c2=S)c1
14: Clc1ccc(Cn2cc(/C=N/n3cnnc3)c3ccccc32)c(Cl)c1
15: CCCCNC(=O)C1CC(=O)N(CCC(C)C)C1 (configuration not stated)
16: Nn1cnn(Cc2ccccc2)c1=S
entry no.,9,10,11,12,13,14,15,16
FN deposit inh,x,x,x,x,x,x,x,x
PAX8 reporter,x,x,x,x,x,x,x,x
miR-122 sensor,-10,-2,-2,-10,-4,2,5,1

17: COc1ccccc1N1CCN(CC(=O)c2c(C)[nH]c3cc(C)ccc23)CC1
18: C1=CC2CC1CC2CNCc1ccco1 (configuration not stated)
19: CCCC(=O)NC(c1ccc(OC)c(OC)c1)c1c(O)ccc2ccccc12 (configuration not stated)
20: O=C(O)C(C(=O)/C=C/c1ccco1)=C1SCCS1
21: COc1cc(C(=O)Nc2nccs2)cc(OC)c1OC
22: O=C(c1ccccc1)c1nn(-c2ccc(Cl)cc2)c(=O)cc1C(F)(F)F
23: Cc1ccc(C(=O)N2CCCC2)cc1S(=O)(=O)Nc1ccccc1
24: Cc1ccc([N+](=O)[O-])cc1NC(=S)NC(=O)C(C)(C)C
entry no.,17,18,19,20,21,22,23,24
FN deposit inh,x,x,x,x,x,x,x,x
PAX8 reporter,x,x,x,x,x,x,x,x
miR-122 sensor,0,-6,5,2,3,23,25,-3

25: O=C(COc1ccc(Cl)cc1)N(Cc1ccccc1)c1ccccn1
26: COc1ccc(OC)c(CNC(=O)C2CCCN(C(=O)N(C)C)C2)c1 (configuration not stated)
27: CC(=O)OC1COC(N2CCc3cc([N+](=O)[O-])ccc32)C(OC(C)=O)C1OC(C)=O (configuration not stated)
28: O=C(CSc1nccn1-c1ccccc1)Nc1ccc2c(c1)OCO2
29: CSc1nc(-c2ccccc2)nn1C(=O)c1ccc(C)cc1
30: CCCn1c(=O)c(C(=O)NCc2ccccn2)c(O)c2ccccc21
31: O=C(N/N=C1\CCCc2ccccc21)C(O)c1ccccc1 (configuration not stated)
32: COc1cc(CC(NC(C)=O)C(=O)NC2CCN(c3nc(C)cc(C)c3C#N)CC2)cc(OC)c1 (configuration not stated)
entry no.,25,26,27,28,29,30,31,32
FN deposit inh,x,x,x,x,x,x,x,x
PAX8 reporter,x,x,x,x,x,x,x,x
miR-122 sensor,11,-1,-2,9,1,-3,7,-5

33: CN1CCCCc2c1[nH]c1ccccc1c2=O
34: COc1ccc(-c2n[nH]c(C)c2-c2ccc(OC)c(OC)c2)c(O)c1
35: Cc1nn(-c2ccccc2)c(C)c1C(=O)OCC(=O)NC(=O)NC1CCCC1
36: CCC(C)N(NC(C)=O)c1nc(Cl)nc(NC(C)C)n1 (configuration not stated)
37: CCS(=O)(=O)N1CCCC(C(=O)NCCCOC)C1 (configuration not stated)
38: COC(=O)c1cccc(Cn2nnc3ccccc3c2=O)c1
39: COc1cc2oc3ccccc3c2cc1N(CC(=O)N(C)C)S(=O)(=O)c1ccccc1
40: O=C(O)c1cc(=O)cc(C(=O)O)[nH]1
entry no.,33,34,35,36,37,38,39,40
FN deposit inh,x,x,x,x,x,x,x,x
PAX8 reporter,x,x,x,x,x,x,x,x
miR-122 sensor,6,37,-1,0,-3,-2,114*,-4

41: CC1=C(C(=O)Nc2ccccc2C)C(c2cccnc2)n2nc(CCCO)nc2N1 (configuration not stated)
42: CC(=O)Nc1cccc2c1Cc1ccccc1-2
43: COc1ccc(OCc2nnc(SCC(N)=O)n2N)cc1
44: COCc1nc2sc(C)c(C)c2c(=O)[nH]1
45: COC(=O)c1ccccc1NC(=O)N[C@@H](C)C(=O)OC
46: COc1cccc(NC(=O)Cc2nnc(SCC(=O)c3ccccc3)n2C)c1
47: COc1ccc(/C=N/NC(=O)c2cc(-c3ccc(C)cc3C)nc3ccccc23)cc1COC(C)=O
48: COc1ccc(C(=O)C2CCN(S(=O)(=O)c3ccc4c(c3)OCCO4)CC2)cc1
entry no.,41,42,43,44,45,46,47,48
FN deposit inh,x,x,x,x,x,x,x,x
PAX8 reporter,x,x,x,x,x,x,x,x
miR-122 sensor,-4,-3,-8,-5,-4,-4,-2,3

49: CCOC(=O)c1csc(NC(=O)c2ccc(S(=O)(=O)N(C)C)cc2)n1
50: CC1CCN(S(=O)(=O)Cc2ccccc2Cl)CC1
51: O=C1C(NS(=O)(=O)c2cccs2)=C(N2CCN(c3cccc(C(F)(F)F)c3)CC2)C(=O)c2ccccc21
52: CC(=O)C1=C(O)C(=O)N(c2nccs2)C1c1ccccc1 (configuration not stated)
53: O=C(NCCN1CCCCC1)c1cc2ccccc2[nH]1
54: O=C(CSCc1ccccc1)N1CCN(C(=O)c2ccco2)CC1
55: CN(C)c1ccc(/C=C(\C#N)C(=O)Nc2nc3c(s2)CCN(Cc2ccccc2)C3)cc1
56: Cc1cc(C)n(-c2nc3c(c(=O)[nH]c(=O)n3C)n2CC(O)COc2ccc(Cl)cc2Cl)n1 (configuration not stated)
entry no.,49,50,51,52,53,54,55,56
FN deposit inh,x,x,x,x,x,x,x,x
PAX8 reporter,x,x,x,x,x,x,-24,17
miR-122 sensor,-7,-1,3,0,-1,-5,x,x

57: CCN(CC)c1nc(Nc2ccccc2)nc(Oc2ccc(C(=O)OC)cc2)n1
58: COc1ccc(C(C#N)Nc2ccccc2OC)cc1 (configuration not stated)
59: CCCCN1C2=NCCCN2c2ccccc21
60: Cc1ccc(C(=O)C2=C(O)C(=O)N(CCCN(C)C)C23C(=O)N(C)c2ccccc23)o1 (configuration not stated)
61: CC1CCc2c(sc(NC(=O)c3ccc(Cn4cc(Br)cn4)o3)c2C(N)=O)C1 (configuration not stated)
62: O=C(NCCc1ccccc1)C1CCN(C(=O)NCc2ccccc2)CC1
63: COc1ccc(C(=O)Nc2cc(OC)c(NC(=O)c3ccco3)cc2OC)cc1
64: Cc1ccc(C(=O)Nc2ccccc2-c2ccccc2)cc1S(=O)(=O)Nc1cccc(C)c1C
entry no.,57,58,59,60,61,62,63,64
FN deposit inh,4,10,-4,-3,-2,-5,5,-7
PAX8 reporter,x,x,x,x,x,x,x,x
miR-122 sensor,x,x,x,x,x,x,x,x

65: CC1(C)OC(=O)C(C(c2ccccc2)C(C#N)C(N)=O)=C(O)O1 (configuration not stated)
66: COC(=O)c1[nH]c2cc(OC)ccc2c1NC(=O)c1ccc2c(c1)OCO2
67: COc1cccc(/C=N/n2c(N)nc3ccccc32)c1OC
68: Cc1ccc(N(CC(=O)Nc2cc(C)cc(C)c2)S(=O)(=O)c2cccc3nonc23)cc1
69: CC(=O)C1=C(C)Nc2ncnn2C1c1ccc(Cl)cc1 (configuration not stated)
70: COc1ccc(OC)c(C(=O)CSc2nccc(-c3ccc(Br)cc3)n2)c1
71: Cc1ccccc1NS(=O)(=O)c1cc(C(=O)NCCC2=CCCCC2)ccc1Cl
72: CCOC(=O)c1cc2occc2n1CC(=O)NC1CCCCC1C (configuration not stated)
entry no.,65,66,67,68,69,70,71,72
FN deposit inh,-8,0,0,0,29,-5,3,-5
PAX8 reporter,x,x,x,x,x,x,x,x
miR-122 sensor,x,x,x,x,x,x,x,x

73: COc1cc(C(=O)NCc2cccc3ccccc23)ccc1OCc1ccccc1
74: CCOC(=O)c1c(C)[nH]c(C)c1C(=O)CSc1nc(N)cc(=O)[nH]1
75: CCCc1nc(SCc2ccc(Cl)cc2Cl)n[nH]1
76: COc1ccc(C(F)(F)F)cc1N/C=C\c1nnnn1-c1ccc(C)cc1
77: CCOC(=O)N1CCC(NC(=O)C2CCN(S(=O)(=O)N3CCCC3)CC2)CC1
78: CCOCCCNC(=S)N1C2CCC1CC(NC(=O)NC13CC4CC(CC(C4)C1)C3)C2 (configuration not stated)
79: Cc1cccc(N2CCN(C(=O)CCNS(=O)(=O)c3ccc4c(c3)CCC(=O)N4)CC2)c1C
80: CCOC(=O)NC(NCCc1ccccc1)(C(F)(F)F)C(F)(F)F
entry no.,73,74,75,76,77,78,79,80
FN deposit inh,5,-2,1,6,-4,1,-2,5
PAX8 reporter,x,x,x,x,x,x,x,x
miR-122 sensor,x,x,x,x,x,x,x,x

81: Cc1cccc(CCNC(=O)C2CCN(S(=O)(=O)c3c(C)noc3C)CC2)c1
82: CCN(CC)CCn1c2ccc(F)cc2c2nc(C)sc21
83: O=S(=O)(Nc1ccccc1)c1ccc(F)cc1
84: CCCN(CCC)CCNC(=O)C1CC(=O)N(c2ccc(OC)cc2)C1c1ccc(OC)cc1 (configuration not stated)
85: CSc1nc2sc3c(c2c2nnnn12)CCCC3
86: CCOc1cc(C2C(C#N)=C(N)OC(C)=C2C(C)=O)cc(Br)c1O (configuration not stated)
87: COc1ccccc1-c1c(NC(=O)c2ccco2)n(-c2ccccc2)nc(C)c1=O
88: CC(C)NS(=O)(=O)c1ccc(CCC(=O)N2CCOCC2)cc1
entry no.,81,82,83,84,85,86,87,88
FN deposit inh,-3,-2,-35,3,-1,-15,-4,5
PAX8 reporter,x,x,x,x,x,x,x,x
miR-122 sensor,x,x,x,x,x,x,x,x

# Of the compounds above, 10 have an aryl thioether with sulfur outside any ring:
8: CCOc1ccc(Nc2nc(Cc3nnc(SCC(=O)NC4CCCCC4)n3C)cs2)cc1
12: COCCCn1c(Cc2csc(Nc3cccc(Cl)c3)n2)nnc1SCC(=O)OC1CCCCC1
28: O=C(CSc1nccn1-c1ccccc1)Nc1ccc2c(c1)OCO2
29: CSc1nc(-c2ccccc2)nn1C(=O)c1ccc(C)cc1
43: COc1ccc(OCc2nnc(SCC(N)=O)n2N)cc1
46: COc1cccc(NC(=O)Cc2nnc(SCC(=O)c3ccccc3)n2C)c1
70: COc1ccc(OC)c(C(=O)CSc2nccc(-c3ccc(Br)cc3)n2)c1
74: CCOC(=O)c1c(C)[nH]c(C)c1C(=O)CSc1nc(N)cc(=O)[nH]1
75: CCCc1nc(SCc2ccc(Cl)cc2Cl)n[nH]1
85: CSc1nc2sc3c(c2c2nnnn12)CCCC3
entry no.,8,12,28,29,43,46,70,74,75,85
FN deposit inh,x,x,x,x,x,x,-5,-2,1,-1
PAX8 reporter,x,x,x,x,x,x,x,x,x,x
miR-122 sensor,-3,-10,9,1,-8,-4,x,x,x,x

# (cont.)
89: O=C1NC2(CCCCC2)Cc2ccccc21
90: O=C(O)C1C2C=CC(CC2)C1C(=O)O (configuration not stated)
91: O=C(NC(CO)Cc1ccc([N+](=O)[O-])cc1)C(Cl)Cl (configuration not stated)
92: Cc1nc(SCC(=O)Nc2ccnc3ccccc23)n[nH]1
93: Cc1ccc(C)c(NC(NC(=O)c2cccnc2)C(Cl)(Cl)Cl)c1 (configuration not stated)
94: Cc1ccc(Nc2c(N)c(=O)oc3ccccc23)cc1
95: Cc1cc(-n2c(SCC(=O)NCc3cccs3)nc3n[nH]c(C)c3c2=N)ccc1Cl
96: Cc1cccc2cc(C#N)c(NCCNC(=S)NCCCN3CCOCC3)nc12
97: COc1cccc(C2=NO[C@@H]3C(=O)N(Cc4ccccc4)C(=O)[C@H]23)c1OC
entry no.,89,90,91,92,93,94,95,96,97
FN deposit inh,3,6,-7,3,-3,-6,-1,-2,3
PAX8 reporter,x,x,x,x,x,x,x,x,x
miR-122 sensor,x,x,x,x,x,x,x,x,x
